Bioassay records deposited in PubChem BioAssay by several laboratories.
pPAFAH inh = pPAFAH enzyme inhibitors, primary screen, biochemical, fluorescence polarization, human. 330,000 tested, 1.5% active. inhibition, % at 3.39 µM. Platelet-activating factor acetylhydrolase (Homo sapiens), Q13093. AID 463082, 2010. recombinant pPAFAH, FP-rhodamine probe fluorescence polarization;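 active means inhibition above the mean inhibition across the screen plus 3 SD, cut at about 25% in these data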;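 further: inhibitors block binding of the rhodamine activity-based probe so polarization drops; 0% = enzyme with DMSO and 100% = wells lacking pPAFAH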
MCL1 BIM primary = inhibitors of MCL1 binding to BIM-BH3, primary screen, biochemical, fluorescence polarization | AID 2057, 2009 | inhibition, % at 10.9 µM | Induced myeloid leukemia cell differentiation protein Mcl-1 (Homo sapiens), Q07820 | 320,000 tested, 0.68% active | GST-MCL1 / FITC-Bim-BH3 fluorescence polarization;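 active means inhibition above the mean inhibition of all tested compounds plus 3 SD, set per campaign, cut at about 40% in these data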;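 further: 0% = DMSO wells and 100% = unlabeled Bim-BH3 peptide control; higher means more loss of mP so more displacement of Bim peptide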
Fam108B counter = mouse Fam108B serine hydrolase inhibitors, primary screen, counter-screen for RBBP9 inhibitor project, biochemical, fluorescence polarization; AID 1947, 2009; inhibition, % at 9.51 µM; 300,000 tested, 0.33% active; recombinant Fam108B, FP-Rh probe fluorescence polarization;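 active means inhibition above the screen mean inhibition plus 3 SD, computed separately per campaign, cut at about 18% in these data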;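 further: inhibitors lower polarization as less probe binds the enzyme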
GLD-1 RNA inh = GLD-1/TGE RNA complex disruptors, primary screen, biochemical, fluorescence polarization; Female germline-specific tumor suppressor gld-1 (Caenorhabditis elegans), Q17339; purified GLD-1 + fluorescein TGE RNA; inhibition, % at 5.96 µM; 320,000 tested, 0.44% active; AID 2280, 2010;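 active means percent inhibition above a per-plate cutoff, the plate mean of test compounds plus 3 SD, cut at about 30% in these data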;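 further: 0% = DMSO wells with GLD-1 and probe and 100% = wells lacking GLD-1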
PAFAH1B2 inh = PAFAH1B2 enzyme inhibitors, primary screen, biochemical, fluorescence polarization, human; Platelet-activating factor acetylhydrolase IB subunit alpha2 (Homo sapiens), P68402; recombinant PAFAH1B2, FP-rhodamine activity probe; inhibition, % at 3.39 µM; 340,000 tested, 1.2% active; AID 492953, 2010;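 active means inhibition above the mean of all tested compounds plus 3 SD, cut at about 24% in these data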;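 further: 0% = enzyme with DMSO and 100% = wells lacking PAFAH1B2; many of its hits are not listed in these tables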
Target sequence (P68402 whole entry, looked up): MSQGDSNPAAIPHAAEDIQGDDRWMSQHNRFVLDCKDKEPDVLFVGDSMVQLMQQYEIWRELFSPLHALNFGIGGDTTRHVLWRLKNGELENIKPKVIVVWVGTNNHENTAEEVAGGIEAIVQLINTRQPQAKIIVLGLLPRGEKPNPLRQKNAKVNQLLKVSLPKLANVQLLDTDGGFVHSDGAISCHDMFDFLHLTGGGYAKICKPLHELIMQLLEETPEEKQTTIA
Bcl-xL primary = inhibitors of human Bcl-xL, primary screen, biochemical, fluorescence polarization, HTS | Bcl-2-like protein 1 (Homo sapiens), Q07817 | GST-Bcl-xL / FITC-Bim BH3 peptide fluorescence polarization | inhibition, % at 10.9 µM | 320,000 tested, 0.7% active;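 active means inhibition above the mean of all tested compounds plus 3 SD, cutoff set per campaign, cut at about 30% in these data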;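 further: 0% = DMSO wells and 100% = unlabeled Bim-BH3 peptide competitor; inhibitors lower millipolarization by displacing the labeled peptide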
AHR act = AHR activators, primary screen, cell-based, luminescence, luciferase reporter, human; Aryl hydrocarbon receptor (Homo sapiens), P35869; AHR-responsive luciferase reporter cells; activation, % at 5 µM; 320,000 tested, 2.5% active; in the data active means activation above about 47%;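 further: 0% = vehicle wells and 100% = reference agonist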
Target sequence (P35869 whole entry, looked up): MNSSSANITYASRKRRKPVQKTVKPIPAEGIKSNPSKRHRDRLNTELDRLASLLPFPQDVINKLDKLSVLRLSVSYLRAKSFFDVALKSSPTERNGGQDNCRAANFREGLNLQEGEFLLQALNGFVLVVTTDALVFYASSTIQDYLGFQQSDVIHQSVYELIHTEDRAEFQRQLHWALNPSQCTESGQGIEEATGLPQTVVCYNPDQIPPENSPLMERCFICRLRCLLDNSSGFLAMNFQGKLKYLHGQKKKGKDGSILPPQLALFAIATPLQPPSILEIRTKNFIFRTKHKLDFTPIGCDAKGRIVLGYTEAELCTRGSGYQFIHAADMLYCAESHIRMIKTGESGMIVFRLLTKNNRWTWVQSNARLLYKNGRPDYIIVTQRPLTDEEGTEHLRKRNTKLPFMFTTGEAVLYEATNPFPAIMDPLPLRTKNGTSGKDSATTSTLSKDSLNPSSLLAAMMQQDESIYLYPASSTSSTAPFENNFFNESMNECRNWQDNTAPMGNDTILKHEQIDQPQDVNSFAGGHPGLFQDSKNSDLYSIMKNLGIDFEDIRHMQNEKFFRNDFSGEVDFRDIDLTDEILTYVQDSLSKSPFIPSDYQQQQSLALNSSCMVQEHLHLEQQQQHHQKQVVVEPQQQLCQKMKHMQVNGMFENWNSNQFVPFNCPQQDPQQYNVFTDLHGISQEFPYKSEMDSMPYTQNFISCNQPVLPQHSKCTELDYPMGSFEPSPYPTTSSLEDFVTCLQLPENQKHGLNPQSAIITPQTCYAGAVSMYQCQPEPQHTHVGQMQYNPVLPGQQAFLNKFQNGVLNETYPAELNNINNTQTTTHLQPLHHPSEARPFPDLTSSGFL
PME-1 primary = PME-1 inhibitors via competitive probe labeling, primary screen, biochemical, fluorescence polarization, FP-Rh probe, HTS | recombinant PME-1 | AID 2130, 2009 | inhibition, % at 5.9 µM | Protein phosphatase methylesterase 1 (Homo sapiens), Q9Y570 | 320,000 tested, 0.53% active;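 active means inhibition above the campaign mean of all compounds plus 3 SD, cut at about 26% in these data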;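 further: competitive labeling of PME-1 active site by serine hydrolase directed probe; 0% = PME-1 with DMSO and 100% = wells lacking PME-1 enzyme; inhibitors block probe labeling so polarization falls and inhibition rises; many of its hits are not listed in these tables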
MEX-5 binding = MEX-5 zinc finger RNA-binding disruptors – biochemical, C. elegans, fluorescence polarization, MLPCN library, primary screen; Zinc finger protein mex-5 (Caenorhabditis elegans), Q9XUB2; MEX-5/FITC-TCR2 RNA binding; hits give low values; activity score (negative = inhibition of binding), % at 10 µM; 300,000 tested, 0.38% active;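 active means inhibition past about -25% in most replicates, and total fluorescence under double the plate's negative control median, limit read from the data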;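 further: 0% = DMSO and -100% = 5 µM competing unlabeled TCR2 RNA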
* marks the source's active call; other numbers are inactive results; nt = no result given. Only part of the results is shown (hit frequency here may not be typical).

SMILES	pPAFAH inh	MCL1 BIM primary	Fam108B counter	GLD-1 RNA inh	PAFAH1B2 inh	Bcl-xL primary	AHR act	PME-1 primary	MEX-5 binding
CC1=C(C)CC(C(=O)NCC(=O)c2ccccc2)C(C(=O)O)C1 (stereo unspecified)	3.6	-1.7	0.6	4.6	-2.5	0.7	-0.1	2.0	1.2
Cc1c(Cl)cnc(NC(=O)COC(=O)c2ccc3ncsc3c2)c1Cl	4.9	29.3	0.2	1.7	4.5	22.3	-10.5	7.1	0.6
O=[N+]([O-])c1ccc(Cl)cc1N1CCCC1	0.4	-5.0	1.1	-2.7	2.3	-2.4	3.2	2.3	-1.3
COc1ccc(C2C3=C(CC(C)(C)CC3=O)Oc3ncn4nc(-c5cccnc5)nc4c32)cc1 (stereo unspecified)	-1.5	-2.9	1.2	-8.7	-4.0	4.3	0.5	-6.5	-0.6
Cc1ccc(C(=O)N2CCN(S(=O)(=O)c3ccccc3)CC2)s1	-1.5	-1.0	1.3	5.4	3.2	-3.1	5.9	2.4	-2.4
CCCc1ccc2c(N)c(C#N)sc2n1	7.0	6.5	-4.6	-0.3	-1.7	5.5	-3.1	4.1	-1.5
CCN(CC)c1ccc(C(=O)NNC(=O)CCNC(=O)c2ccccc2)cc1	-3.6	-4.2	nt	-0.9	2.6	-5.6	3.6	-1.4	nt
CN(C(=O)CSc1nnc2ccccn12)c1c(N)n(Cc2ccccc2)c(=O)[nH]c1=O	4.0	-1.6	-4.3	1.4	4.5	3.9	2.4	1.8	0.3
O=C(CCNC(=O)c1ccccc1Cl)NCC12CC3CC(CC(C3)C1)C2	0.4	0.8	1.8	-5.7	7.8	3.3	0.7	1.5	-0.2
CCOc1cc(C(=O)Nc2ccc(S(=O)(=O)NC3=NCCCCC3)cc2)cc(Br)c1OC	2.7	-15.1	-11.8	7.0	-4.0	-7.9	3.2	-7.2	1.2
C/C(=N\Nc1c(F)c(F)c(Br)c(F)c1F)c1ccncc1	6.3	3.0	-0.6	2.6	2.8	5.1	39.1	0.2	-0.6
COc1ccc(CNC(=O)C2CCN(S(=O)(=O)c3cccc4cccnc34)CC2)cc1	3.5	-3.3	0.5	3.6	8.4	-0.1	-1.8	-1.9	0.4
N#Cc1c(NC(=O)CSc2nc3c(c(C(F)(F)F)n2)CCc2ccccc2-3)sc2c1CCCC2	-2.8	2.7	4.4	0.5	5.2	-1.3	-1.2	7.5	1.4
CCCCN(C(=O)c1cc(-c2ccco2)nc2ccccc12)c1c(N)n(CCC)c(=O)[nH]c1=O	12.2	25.8	nt	2.6	-2.9	10.0	-2.1	0.6	nt
CCOC(=O)CN1C(=O)N[C@@H](c2ccccc2)[C@@H](C(=O)OC)[C@H]1C	11.8	2.0	-1.8	-2.0	-0.6	1.3	2.2	1.2	0.7
CC1(C)Cc2cccc(OCC(=O)Nc3cc(S(C)(=O)=O)ccc3Cl)c2O1	4.8	0.2	nt	2.5	-3.5	4.0	0.3	8.4	nt
O=C(c1ccccc1)C1CCN(c2ncccc2[N+](=O)[O-])CC1	1.4	-4.0	-1.4	2.3	3.0	0.7	-3.3	5.8	-1.1
CC1=NN(c2ccc(S(=O)(=O)O)cc2C)C(=O)C1	0.4	13.7	-3.1	1.3	1.7	9.9	0.4	-0.7	2.4
Cc1c(C(=O)NCc2cccs2)oc2ccc(S(=O)(=O)N3CCOCC3)cc12	2.9	0.7	5.1	4.6	5.4	-1.0	0.0	1.8	-1.4
NC(=O)c1ccc(Sc2nnc(-c3cccs3)n2CC2CCCO2)c([N+](=O)[O-])c1 (stereo unspecified)	7.7	-5.6	-1.8	-2.5	5.4	0.4	4.8	-1.6	-0.9
CC(=O)Nc1nnc(SCc2cc(=O)c(OC(=O)c3ccccc3)co2)s1	2.2	1.0	2.7	-2.4	2.7	-2.9	1.8	1.2	-1.2
COc1cccc(C(=O)n2ccc(-c3cccs3)n2)c1	8.1	5.6	1.8	12.4	2.0	4.1	0.3	-5.5	-0.6
O=C(Nc1ccncc1)c1c(F)cccc1F	-6.6	2.2	-8.2	3.2	1.7	5.8	-2.5	-3.5	-1.7
Cc1c(CCC(=O)O)c(=O)oc2cc(OCc3ccccc3Br)ccc12	33.1*	6.7	-4.2	2.1	7.7	9.2	-1.2	-7.6	0.9

With a hit mark in pPAFAH inh, among the entries above:
Molecule	pPAFAH inh	MCL1 BIM primary	GLD-1 RNA inh	PAFAH1B2 inh	Bcl-xL primary	AHR act	PME-1 primary	MEX-5 binding
Cc1c(CCC(=O)O)c(=O)oc2cc(OCc3ccccc3Br)ccc12	33.1*	6.7	2.1	7.7	9.2	-1.2	-7.6	0.9

(further entries)
SMILES	pPAFAH inh	MCL1 BIM primary	Fam108B counter	GLD-1 RNA inh	PAFAH1B2 inh	Bcl-xL primary	AHR act	PME-1 primary	MEX-5 binding
COCc1cc(=O)n2[nH]c(C)nc2n1	-7.8	0.5	-3.5	-2.4	0.8	-10.6	1.7	-8.1	-0.9
COc1cc(C(=O)O)ccc1OCc1ccncc1	2.1	-24.8	1.4	6.3	2.7	-3.0	0.0	-0.9	-3.9
Cc1ccc(C(C(=O)NC2CCCC2)N(C(=O)Cc2cccs2)c2ccc(C)c(C)c2)o1 (stereo unspecified)	0.7	-0.3	0.1	8.6	3.5	-0.3	-0.6	-1.9	nt
Cc1ccc(NC(=O)c2cnccn2)cc1	-1.8	1.4	-0.3	10.7	-0.3	3.4	-3.0	1.6	-0.4
CC(=O)Nc1ccc(S(=O)(=O)NNc2ccc([N+](=O)[O-])cc2)cc1	0.3	21.1	2.2	0.4	4.0	8.0	1.4	-2.1	-0.8
COc1cccc(NC(=O)COC(=O)c2ccc3ccccc3n2)c1	20.8	nt	nt	-6.6	2.0	nt	28.8	nt	nt
CC(NC(=O)CCc1ccccc1)c1ccc2c(c1)OCO2 (stereo unspecified)	-0.1	0.0	-3.6	-10.7	4.5	-0.1	2.3	1.2	-1.1
CN(CC(=O)Nc1cccc(F)c1)C(=O)CCc1nc2ccccc2c(=O)[nH]1	-1.6	-13.9	-4.5	3.4	0.2	-7.8	-0.8	4.8	2.8
COC(=O)c1cnc(NNS(=O)(=O)c2ccc(Cl)cc2)nc1C(F)(F)F	8.8	-6.9	-3.2	2.3	nt	-12.0	-3.6	3.6	-1.2
c1ccc(-c2ccccc2OCCCN2CCCCC2)cc1	-3.0	2.0	0.2	6.5	2.8	-0.6	-1.5	-0.2	0.5
O=C(COc1ccccc1[N+](=O)[O-])N1CCN(S(=O)(=O)c2ccccc2)CC1	2.4	-0.3	6.1	7.2	3.2	2.2	-1.2	0.6	-4.4
O=C(Cc1cccc2ccccc12)Nc1cccnc1	4.9	3.1	0.4	-2.7	2.0	4.8	27.9	0.6	1.6

Brought forward from above: two entries, followed by the next part.
SMILES	pPAFAH inh	MCL1 BIM primary	Fam108B counter	GLD-1 RNA inh	PAFAH1B2 inh	Bcl-xL primary	AHR act	PME-1 primary	MEX-5 binding
O=C(COc1ccccc1[N+](=O)[O-])N1CCN(S(=O)(=O)c2ccccc2)CC1	2.4	-0.3	6.1	7.2	3.2	2.2	-1.2	0.6	-4.4
O=C(Cc1cccc2ccccc12)Nc1cccnc1	4.9	3.1	0.4	-2.7	2.0	4.8	27.9	0.6	1.6
Cn1ccnc1C(=O)c1ccc(Cl)c(S(=O)(=O)N2CCOCC2)c1	-1.8	-1.1	-3.2	6.7	-0.8	-3.4	1.1	-2.6	0.2
Cn1c(N)c(C(=O)COC(=O)COc2ccc(C#N)cc2)c(=O)n(C)c1=O	0.9	-3.5	-0.3	-4.3	6.0	-6.9	2.3	-2.3	-3.7
COC(=O)c1cc(C)sc1NC(=O)CN1CCN(C(=O)c2ccco2)CC1	-0.5	8.9	0.2	4.0	-1.3	5.2	-4.4	1.0	-0.1
COC(=O)c1ccc(NS(=O)(=O)c2cc(C)ccc2OC)cc1	6.7	6.4	-1.8	9.0	3.8	6.3	0.1	0.8	-1.5
CCc1ccc(C(=O)COC(=O)C(CCSC)NC(=O)c2ccccc2)cc1 (stereo unspecified)	3.4	3.2	2.3	-3.2	3.1	3.4	-1.6	-3.3	0.4
O=C(COc1cccc2ccccc12)Nc1nc2ccccc2[nH]1	-0.6	6.1	1.2	-0.6	-5.4	7.1	22.6	-35.6	nt
CCCCn1c(CN2CCN(C)CC2)nc2ccccc21	2.7	3.8	5.1	1.9	-1.1	3.1	0.8	0.0	0.6
CCN(C(=O)Cn1cc(C(F)(F)F)ccc1=O)c1c(N)n(Cc2ccccc2)c(=O)[nH]c1=O	-4.2	-6.0	0.5	-1.9	8.6	-7.2	1.2	3.0	1.0
NS(=O)(=O)c1ccc(N2CCOCC2)c(C(=O)NCCCSc2ccccc2)c1	1.2	1.6	nt	5.4	20.6	2.6	0.1	7.1	nt
COC(=O)C1=C(C)N(Cc2ccccc2)C(=NCc2cccc(C(F)(F)F)c2)N[C@H]1c1cccc(F)c1	4.7	-4.5	1.0	-6.5	4.8	0.6	-1.6	4.5	0.2
CCCCc1ccc(-c2nc(-c3ccncc3)no2)cc1	5.0	3.2	1.8	6.4	1.1	4.2	1.8	-5.6	3.0
COc1ccc(CC(=S)N2CCOCC2)cc1F	-0.3	17.3	1.6	0.0	0.4	7.2	-3.0	7.6	1.7
COc1ccc(OC)c(C2=NOC(C(=O)NCC3CCCO3)C2)c1 (stereo unspecified)	4.5	-2.3	2.0	4.0	-2.0	1.8	-1.0	-0.2	0.4
N#Cc1ccc(C#Cc2ccc3oc4ccccc4c(=O)c3c2)cc1	-0.7	nt	nt	-2.4	-1.3	nt	-1.6	nt	nt
CC(=O)Nc1ccc(C(=O)COC(=O)CCc2ccccc2)c(F)c1	1.4	-3.8	nt	2.6	6.6	-2.0	0.1	13.6	nt
COc1ccc(/C=N/NC(=O)c2ccc(C)nc2)cc1O	-1.2	3.8	-0.7	-1.4	3.0	-3.1	2.6	-7.9	0.0
Cc1cc(NC(=O)CSc2nccn2-c2cccc(Cl)c2)no1	-0.1	-3.2	2.2	1.9	-3.0	-1.3	-3.0	2.4	2.8

Three entries from above in another layout.
canonical_smiles,pPAFAH inh,MCL1 BIM primary,Fam108B counter,GLD-1 RNA inh,PAFAH1B2 inh,Bcl-xL primary,AHR act,PME-1 primary,MEX-5 binding
COc1ccc(/C=N/NC(=O)c2ccc(C)nc2)cc1O,-1.2,3.8,-0.7,-1.4,3.0,-3.1,2.6,-7.9,0.0
CC(=O)Nc1ccc(C(=O)COC(=O)CCc2ccccc2)c(F)c1,1.4,-3.8,nt,2.6,6.6,-2.0,0.1,13.6,nt
N#Cc1ccc(C#Cc2ccc3oc4ccccc4c(=O)c3c2)cc1,-0.7,nt,nt,-2.4,-1.3,nt,-1.6,nt,nt
